Screening data as filed in PubChem BioAssay.
NR2E3 ag-1: inhibitors of NR2E3-RetCOR corepressor binding, primary screen, NR2E3 agonist project, biochemical, TR-FRET, GST-NR2E3, biotin-RetCOR; 1536-well; inhibition of corepressor binding, % at 4.78 µM; Photoreceptor-specific nuclear receptor (Homo sapiens), Q9Y5X4; AID 2300, 2010; 0.12% of 320,000 active;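 active = percent inhibition above the cutoff of mean plus 3 SD of all tested compounds, set per screening campaign, cut at about 20% in these data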;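 note: 0% = DMSO wells and 100% = biotin wells as full block of FRET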
Target sequence (Q9Y5X4 whole entry, looked up): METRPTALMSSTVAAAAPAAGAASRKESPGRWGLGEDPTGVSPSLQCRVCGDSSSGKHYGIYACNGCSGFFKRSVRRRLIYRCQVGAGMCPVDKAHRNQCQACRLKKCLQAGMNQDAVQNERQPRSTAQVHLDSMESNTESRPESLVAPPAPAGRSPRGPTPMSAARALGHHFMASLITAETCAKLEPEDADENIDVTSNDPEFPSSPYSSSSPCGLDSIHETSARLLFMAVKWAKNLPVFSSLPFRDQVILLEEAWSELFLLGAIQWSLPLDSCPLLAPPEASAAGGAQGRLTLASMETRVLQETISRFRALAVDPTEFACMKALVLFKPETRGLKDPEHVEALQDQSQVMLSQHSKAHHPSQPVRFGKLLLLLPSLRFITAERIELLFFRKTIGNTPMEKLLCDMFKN
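Material: NR2E3–RetCOR corepressor complex / Amount: 1.35 nM GST-NR2E3 / Medium: Tris pH 7.5 / Compound: single nominal compound dose of 4.8 µM / Incubation: 5 h at 4 °C / Technique: TR-FRET, Eu(K)-anti-GST donor, streptavidin-D2 acceptor, ex 340, em 617/671 nm / Read-out basis: percent loss of FRET ratio relative to control wells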
HIF-2a block: HIF-2a reporter inhibitors, primary screen, luminescence, 786-0 RCC cells | 0.72% of 360,000 active | 786-0 RCC cells HIF-2a reporter, luciferase luminescence, overnight | inhibition, % at 18.8 µM;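 active = inhibition of the luminescence signal of 40% or more relative to plate controls, in a single-dose primary screen at 18.75 µM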
C8 TRAIL sens: viability loss with TRAIL in NB7+C8 cells, primary screen, TRAIL sensitizer project, cell-based, ATPlite luminescence | inhibition (viability loss, TRAIL sensitization), % at 10 µM | 1% of 360,000 active | AID 624354, 2012;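 active = compounds causing at least 50% loss of cell viability in the single-dose screen, relative to plate controls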
LMP1 NFkB inh: EBV LMP1-driven NF-kappaB luciferase reporter inhibitors, primary screen, cell-based, luminescence, single point | AID 504558, 2011 | inhibition, % at 12.5 µM | LMP1-induced NF-kappaB luciferase reporter cells | 0.69% of 350,000 active; in the data active = inhibition above about 41%;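 note: 0% = neutral control wells and 100% = reference inhibitor control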
hiPSC survival: enhancers of single-cell hiPSC survival, primary screen, ATPlite luminescence; 100% = ROCK inhibitor wells, 0% = DMSO; survival enhancement, % at 20 µM; 0.044% of 360,000 active; AID 602274, 2012; in the data active = survival enhancement above about 18%;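 note: cells exposed to compounds for 16 hours before the ATP read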
Peg3 promoter: Peg3 promoter-driven luciferase inhibitors, primary screen, cell-based, HeLa, luciferase luminescence. HeLa PEG-Prom luciferase reporter, overnight. inhibition, % at 20 µM. 1.7% of 360,000 active;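 active = inhibition of at least 50% at 20 µM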
CF NFkB block: inhibitors of PAF-induced NF-kB signaling, primary screen, cell-based, GFP fluorescence, uHTS; KKLEB NF-kB-GFP reporter, GFP fluorescence overnight; inhibition, % at 5 µM; 0.86% of 360,000 active; AID 588850, 2011;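 active = at least 50% inhibition at 5 µM, scaled per plate between neutral and stimulator controls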;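 note: PAF is a Pseudomonas aeruginosa culture filtrate used as stimulus; plate controls were PAF-stimulated DMSO wells for no effect and unstimulated DMSO wells for full effect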
MITF TRPM1 inh: inhibitors of MITF-dependent TRPM1 promoter reporter, primary screen, cell-based, SK-MEL-5, single point, luciferase. inhibition, % at 12.5 µM. SK-MEL-5 TRPM1 promoter luciferase, 24 h. 0.83% of 330,000 active;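 active = mean inhibition across replicates of 60% or more, whatever share of single replicates reaches that level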; note: values of inactives mirror those of a sister screen read the other way
KKLEB cytotox: cytotoxicity in KKLEB CF airway cells, primary screen, cytotoxicity control for CF NF-kB inhibitor project, cell-based, uHTS, fluorescence assay plates | activity change (cytotoxicity), % at 5 µM | KKLEB CF airway cells viability, ATPlite luminescence, overnight; active compounds read low; cells stimulated with P. aeruginosa culture filtrate | 0.36% of 360,000 active;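 active = corrected activity change at or below -50% at 5 µM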
Shn3 3UTR inh: reduction of Shn3 3'UTR firefly luciferase signal, primary screen, Schnurri-3 inhibitor project, cell-based, Clone20 osteoblasts, set 2. Clone20 osteoblast Shn3 3'UTR firefly luciferase, 24 h. inhibition, % at 12.5 µM. 0.52% of 360,000 active;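 active = mean inhibition of at least 75% with every replicate also reaching 75%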;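 note: 0% = median of neutral control wells and 100% = pilot-screen positive control compound; some compounds past the cut are filed as inactive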
NR2E3 ag-2: NR2E3 agonists in two-hybrid cells, primary screen, cell-based, luminescence, CHO-S, Gal4-NCOR/VP16-NR2E3 | luciferase | inhibition of corepressor binding, % at 3.98 µM | 0.35% of 360,000 active | AID 602229, 2012;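 active = inhibition above the mean of all tested compounds plus 3 SD, cut at about 70% in these data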;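 note: 0% = DMSO with NR2E3 transfected cells and 100% = cells lacking NR2E3 construct; higher means lower luciferase signal from less NR2E3 corepressor binding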
An asterisk follows results filed as active; . = not tested or not shown.

SMILES	NR2E3 ag-1	HIF-2a block	C8 TRAIL sens	LMP1 NFkB inh	hiPSC survival	Peg3 promoter	CF NFkB block	MITF TRPM1 inh	KKLEB cytotox	Shn3 3UTR inh	NR2E3 ag-2
O=C(Nc1ccc(N2CCOCC2)cc1N1CCOCC1)c1ccc(F)cc1	.	3	7	1	-0.1	5	-2	7	5	5	3
O=C1CCCc2ccccc2N1Cc1ccccc1Cl	-1	22	-10	2	3.2	21	-1	0	5	4	-14
N#Cc1ccc2c(c1)nnn2-c1ccccc1	2	-5	1	.	0.0	20	-14	.	6	10	8
COc1ccc2c(c1OC)C(=O)OC2Nc1ncc(Br)cc1Br (configuration not stated)	0	16	-5	3	1.7	3	11	-10	-2	-27	-6
CC(=O)N1CCN(c2ccc(NC(=O)c3ccc4c(c3)OCCO4)cc2)CC1	0	-22	-6	10	1.0	-13	-2	-13	12	20	1
Cc1cc(C)cc(NC(=O)N(C)Cc2ccccc2)c1	5	-1	-1	-4	1.7	4	19	-1	2	-3	-9
O=C1c2ccccc2C(=O)N1CCc1nc(-c2ccncc2)no1	-2	-1	2	-3	-1.7	-4	0	-4	-6	0	-23
CCc1noc(C)c1C(=O)Nc1ccc(F)c(F)c1	-3	12	-4	2	0.2	7	-11	5	3	14	-6
COCC1CCN(C(=O)c2oc3c(F)cccc3c2C)C1 (configuration not stated)	1	-81	-11	-3	-0.5	-42	1	-30	-25	-8	-14
O=C(O)c1ccc(NCc2nc3ccccc3n2Cc2ccccc2F)cc1	-2	9	2	0	0.9	16	-4	-4	3	-8	-14
COc1cc(CNc2nc3ccccc3s2)cc(OC)c1OC	3	-23	-12	2	-0.5	-9	-6	-8	3	21	-10
COC(=O)c1ccc(C(=O)NC2CCCc3c2cnn3-c2cc(F)cc(F)c2)nc1 (configuration not stated)	1	-41	27	6	-0.2	1	17	22	-9	-5	-24

In the list so far, two contain an aryl methoxy group.
SMILES	NR2E3 ag-1	HIF-2a block	C8 TRAIL sens	LMP1 NFkB inh	hiPSC survival	Peg3 promoter	CF NFkB block	MITF TRPM1 inh	KKLEB cytotox	Shn3 3UTR inh	NR2E3 ag-2
COc1ccc2c(c1OC)C(=O)OC2Nc1ncc(Br)cc1Br (configuration not stated)	0	16	-5	3	1.7	3	11	-10	-2	-27	-6
COc1cc(CNc2nc3ccccc3s2)cc(OC)c1OC	3	-23	-12	2	-0.5	-9	-6	-8	3	21	-10

Back to the main list with the seven entries that preceded the break.
SMILES	NR2E3 ag-1	HIF-2a block	C8 TRAIL sens	LMP1 NFkB inh	hiPSC survival	Peg3 promoter	CF NFkB block	MITF TRPM1 inh	KKLEB cytotox	Shn3 3UTR inh	NR2E3 ag-2
Cc1cc(C)cc(NC(=O)N(C)Cc2ccccc2)c1	5	-1	-1	-4	1.7	4	19	-1	2	-3	-9
O=C1c2ccccc2C(=O)N1CCc1nc(-c2ccncc2)no1	-2	-1	2	-3	-1.7	-4	0	-4	-6	0	-23
CCc1noc(C)c1C(=O)Nc1ccc(F)c(F)c1	-3	12	-4	2	0.2	7	-11	5	3	14	-6
COCC1CCN(C(=O)c2oc3c(F)cccc3c2C)C1 (configuration not stated)	1	-81	-11	-3	-0.5	-42	1	-30	-25	-8	-14
O=C(O)c1ccc(NCc2nc3ccccc3n2Cc2ccccc2F)cc1	-2	9	2	0	0.9	16	-4	-4	3	-8	-14
COc1cc(CNc2nc3ccccc3s2)cc(OC)c1OC	3	-23	-12	2	-0.5	-9	-6	-8	3	21	-10
COC(=O)c1ccc(C(=O)NC2CCCc3c2cnn3-c2cc(F)cc(F)c2)nc1 (configuration not stated)	1	-41	27	6	-0.2	1	17	22	-9	-5	-24
COC(=O)c1ccc(NC(C)C(=O)OC)c([N+](=O)[O-])c1 (configuration not stated)	-3	14	-3	-1	-1.8	-7	16	8	-8	13	6
NS(=O)(=O)c1ccc(NC(=O)CN2C(=O)c3ccccc3C2=O)cc1	-4	19	-22	-12	-0.6	11	-8	3	-1	7	-6
CC1=C(C(=O)N2CCOCC2)C(c2ccc(OC(F)F)cc2)NC(=S)N1c1ccccc1 (configuration not stated)	0	6	1	3	-0.6	-1	4	-7	-9	-1	-7
CC1CCN(C(=O)Nc2cccc(NC(=O)N3CCC(C)CC3)c2)CC1	0	-9	4	5	0.4	-12	-2	6	-2	6	6
CN1CCN(C(=O)C2CCN(c3ncc(C(F)(F)F)cc3Cl)CC2)CC1	6	11	8	7	-1.8	3	7	11	12	6	-16
C1CCN(Cc2nnnn2C2CCCC2)CC1	-1	-2	-4	-3	3.8	2	16	-18	-3	-10	-20
COc1ccccc1N=C1SC(C(=O)Nc2ccc(F)cc2)CC(=O)N1C (configuration not stated)	3	13	15	-4	6.3	11	-8	3	2	-4	6
CCOCCSc1nc2c(c(-c3cccs3)c1C#N)CC/C2=C/c1cccs1	0	7	0	-2	2.8	0	0	-1	-3	7	-51
COc1cc(C(O)c2nc(-c3cncnc3)cs2)ccc1F (configuration not stated)	.	4	-4	.	-1.1	-5	-16	.	7	-7	-4
O=c1c(C(c2ccc(Cl)cc2)c2c(O)nc3n(c2=O)CCCS3)c(O)nc2n1CCCS2	5	12	-8	3	0.1	3	9	2	-7	8	7
CN(C(=O)COC(=O)/C=C/c1cccs1)C1CCCCC1	.	-43	-5	-12	0.6	-145	-17	-26	2	-25	-23
CC(C)Cn1c(SCC(=O)N2CCCCC2)nc2ccccc2c1=O	3	8	-3	-10	2.5	4	2	3	-2	-1	-17
CCOC(=O)C1=C(C)NC(=S)NC1c1ccc(OC(=O)c2ccco2)cc1 (configuration not stated)	1	8	2	-2	2.2	-4	16	0	7	6	-5
Cc1ccc2c(c1)c1c(n2CC(O)Cn2nc(C)c(Br)c2C)CCCC1 (configuration not stated)	2	-8	-8	-8	2.8	41	6	4	-3	20	-14
O=[N+]([O-])c1ccccc1Oc1ncccc1[N+](=O)[O-]	2	-22	-3	1	0.8	-1	-6	0	8	-3	-24
CC(C)N(Cc1c(O)ccc2c(=O)c(-c3ccc(Cl)cc3)coc12)C(C)C	0	-118	-2	0	-0.4	-61	-22	-20	-18	10	-6
Cc1ccc2nc(N/N=C/c3ccco3)cc(C)c2c1	1	-256	36	-14	0.1	-283	-51	-24	10	-63	-101
COc1ccccc1C(=O)COC(=O)c1c(-c2ccccc2)noc1C	0	-10	3	-2	-0.3	23	2	0	8	0	3
O=C(Nc1ccc(S(=O)(=O)N2CCCCCC2)cc1)C1CCCO1 (configuration not stated)	1	-8	3	3	3.2	-11	-12	10	12	-7	-12
O=C(Nc1ccc2ncccc2c1)c1cc(Cl)ccc1Cl	1	-197	6	-13	-0.9	-169	37	-54	0	-20	-89
NC(N)=Nc1nc(-c2ccccc2)c2ccccc2n1	0	27	4	-2	-2.2	57*	-99	23	13	37	-2
O=C(Nc1cccc2ccccc12)c1ccc([N+](=O)[O-])cc1	0	-89	6	-2	0.4	-31	-3	-3	-19	-1	-26
CCCS(=O)(=O)c1c(S(=O)(=O)CCC)c2c(C)cccn2c1C(=O)N/N=C/c1cc(O)cc(O)c1	1	10	-2	17	0.6	53*	11	58	0	62	-11
CCCCNC(=O)Nc1ccccc1Br	-1	-45	5	4	0.4	-46	-1	-14	4	-18	-30
C=CCn1c(SCC(=O)Nc2sccc2C(N)=O)nc2ccccc2c1=O	-3	13	7	1	0.1	35	-14	8	6	66	6
CC(C)(CNC(=O)c1cccc(S(=O)(=O)Nc2ccc(Br)cc2)c1)N1CCOCC1	-1	9	13	9	-0.3	3	-2	10	6	4	18
Cc1cc(C(=O)O)ccc1NCc1cccnc1	3	12	0	3	-0.7	15	8	6	0	5	15
O=C(CN1CCC(O)(c2ccccc2F)CC1)NCCc1c[nH]c2ccccc12	5	10	-3	5	4.1	0	13	9	-5	16	-6
CCC(C)(C(=O)NC1CCCC1)N(C(=O)CNC(=O)c1ccccc1)c1c(C)n(C)n(-c2ccccc2)c1=O (configuration not stated)	2	14	-15	-2	-0.1	10	-2	16	-1	13	-12
CC(C)(C)OC(=O)NCCCCCNC(=O)c1[nH]cnc1C(=O)Nc1cccc(Cl)c1	5	4	31	17	2.2	9	16	9	0	27	-20
O=C1NC(c2ccc(Cl)cc2)=COc2ccccc21	3	-37	5	0	0.8	0	2	2	3	-7	-19
O=[N+]([O-])c1ccc(Cl)c2c1C1C=CCC1C(c1ccccn1)N2 (configuration not stated)	2	7	-4	-2	-0.6	18	11	28	-21	-9	-19
Nc1nnc(SCC(=O)Nc2ccc3c(c2)OCCO3)s1	-1	-82	14	-16	-1.1	-44	0	-17	6	-41	7
Cc1ccc(N=CC2=C(O)CC(c3ccc(Cl)cc3)CC2=O)cc1 (configuration not stated)	3	8	-6	-10	-1.2	17	16	-2	-11	0	-14
Cc1ccc2nc(-c3ccc(F)cc3)c(Cc3cccc(Cl)c3)n2c1	.	-211	-21	.	-1.3	-159	8	.	-6	-37	-126
CCN1C(=O)[C@H]2[C@@H](c3ccc(-c4cccc(Cl)c4)cc3)N[C@@](Cc3ccccc3)(C(=O)OC)[C@H]2C1=O	1	12	4	5	-1.5	21	35	-1	-4	31	-24
O=C(O)C(CCc1ccccc1)N1CCOCC1 (configuration not stated)	.	15	-9	-2	6.4	1	7	.	-5	4	-2

These rows are one share of the data; rates above refer to the full screens.
